JNK3 blocker – blocks human JNK3 kinase activity | purified JNK3 kinase activity, HTS | inhibition, % at 8 µM | 60,000 compounds, 0.61% hits | AID 746; in the data active = inhibition above about 17%;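 note: 0% = DMSO and 100% = reference inhibitor; many of its hits are not listed in these tables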
Target sequence (P53779 whole entry, looked up): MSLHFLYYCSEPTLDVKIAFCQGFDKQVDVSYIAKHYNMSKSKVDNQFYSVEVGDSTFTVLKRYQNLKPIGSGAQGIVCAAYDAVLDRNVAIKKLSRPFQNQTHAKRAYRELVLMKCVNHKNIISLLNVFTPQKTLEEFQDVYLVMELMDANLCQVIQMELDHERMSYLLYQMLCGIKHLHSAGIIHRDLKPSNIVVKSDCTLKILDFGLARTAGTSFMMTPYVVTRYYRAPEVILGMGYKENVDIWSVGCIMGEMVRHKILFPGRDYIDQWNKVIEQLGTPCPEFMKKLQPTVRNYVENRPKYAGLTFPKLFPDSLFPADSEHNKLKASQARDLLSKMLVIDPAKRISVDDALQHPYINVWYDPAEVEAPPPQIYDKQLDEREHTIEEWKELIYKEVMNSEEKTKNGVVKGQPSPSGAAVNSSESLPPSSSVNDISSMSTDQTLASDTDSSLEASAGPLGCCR
PKA kinase inh – inhibitors of human protein kinase A. P17612. PKA Kemptide phosphorylation, Kinase-Glo ATP luminescence. inhibition, % at 6 µM. 65,000 compounds, 0.1% hits. AID 524;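 active = inhibition above the screen-wide mean inhibition plus 3 SD, cut at about 21% in these data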; note: many of its hits are not listed in these tables
ROCK2 inh – inhibitors of human Rho kinase 2 | O75116 | purified ROCK2, Kinase-Glo ATP depletion luminescence | inhibition, % at 6 µM | 60,000 compounds, 0.35% hits;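 active = inhibition above the screen-wide mean inhibition plus 3 SD, cut at about 18% in these data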;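 note: plate controls were DMSO wells for no effect and Y-27632 control wells after no-enzyme background subtraction for full effect; many of its hits are not listed in these tables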
CatS inh – inhibitors of human cathepsin S | P25774 | recombinant cathepsin S, AMC dipeptide fluorescence, pooled mixtures | inhibition, %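 (tested at 5 µM per compound within 10-compound mixtures)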 | 62,000 compounds, 0.06% hits | AID 501; in the data active = inhibition above about 32%, passing the limit was not always enough;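 note: 0% = enzyme without compound and 100% = blank without enzyme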
C1s block – blocks human complement C1s protease activity. P09871. purified C1s, fluorogenic AMC substrate, pooled mixtures. mean inhibition % of two 10-compound mixtures (active compounds read high), % at 5 µM (by protocol). 62,000 compounds, 0.16% hits;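 active = inhibition above 20% in each of the two 10-compound mixture wells holding the compound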;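 note: 0% = enzyme wells lacking compound mixture and 100% = no-enzyme blank wells; some compounds called inactive have numbers as strong as hits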
FXIa inh mix – blocks human factor XIa in pooled compound mixtures. purified FXIa, fluorogenic substrate. inhibition, % at 5 µM. 62,000 compounds, 0.19% hits. AID 680;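 note: each value is inhibition by a whole ten-compound pool holding the compound; 0% = enzyme with no mixture and 100% = wells lacking enzyme; strong numbers were not always called active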
Target sequence (P03951 19-387 limits assumed): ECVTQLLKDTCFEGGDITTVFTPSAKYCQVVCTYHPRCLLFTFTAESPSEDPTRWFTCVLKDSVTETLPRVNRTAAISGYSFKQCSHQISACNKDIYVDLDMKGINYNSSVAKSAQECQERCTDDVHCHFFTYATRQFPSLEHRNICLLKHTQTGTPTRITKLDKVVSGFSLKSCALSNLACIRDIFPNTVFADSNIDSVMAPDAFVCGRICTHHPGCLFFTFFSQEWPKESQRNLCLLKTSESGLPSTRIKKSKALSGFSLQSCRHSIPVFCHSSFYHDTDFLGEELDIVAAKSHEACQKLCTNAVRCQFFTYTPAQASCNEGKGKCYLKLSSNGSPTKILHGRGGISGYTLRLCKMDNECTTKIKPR
Target sequence (P03951 388-625 limits assumed): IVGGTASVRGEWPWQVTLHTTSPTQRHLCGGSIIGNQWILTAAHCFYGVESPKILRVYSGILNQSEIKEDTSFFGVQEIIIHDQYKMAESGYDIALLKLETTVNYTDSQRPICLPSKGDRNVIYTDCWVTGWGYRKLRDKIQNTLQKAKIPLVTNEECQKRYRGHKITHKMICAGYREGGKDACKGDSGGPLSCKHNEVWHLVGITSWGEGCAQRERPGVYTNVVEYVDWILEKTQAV
FXIIa inh mix – factor XIIa (human) inhibition, mixture screen. AID 684. P00748. inhibition, % at 5 µM. purified FXIIa, fluorogenic substrate, pooled mixtures. 62,000 compounds, 0.2% hits;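 note: 0% = enzyme without compound and 100% = no enzyme blank; some results filed as inactive read as strong as hits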
CatG inh – cathepsin G (human) inhibition; P08311; purified enzyme, AMC-tetrapeptide fluorescence, pooled mixtures; inhibition, % at 5 µM (by protocol); 62,000 compounds, 0.2% hits; AID 581;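 active = inhibition above 20% in each of the two mixture wells holding the compound; inactive = inhibition of 20% or less in either well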;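 note: 0% = enzyme control without mixture and 100% = blank lacking enzyme; strong numbers were not always called active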
CatL block – blocks human cathepsin L protease activity. P07711. purified cathepsin L, fluorogenic substrate, fluorescence. inhibition, %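 (tested at 10 µM)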. 58,000 compounds, 0.17% hits; in the data active = inhibition above about 45%;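 note: 0% = enzyme with no compound and 100% = no enzyme blank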
An asterisk follows results filed as active; / = not tested or not shown. Cut-off read from the data, not from the text of the source, unless noted: active = inhibition above about 20% (passing the limit was not always enough); inactive = the rest.

SMILES	JNK3 blocker	PKA kinase inh	ROCK2 inh	CatS inh	C1s block	FXIa inh mix	FXIIa inh mix	CatG inh	CatL block
O=C(Nc1c(Cl)cccc1Cl)C1CCC1	0	-5	0	13	-2	-2	-1	3	2
COC(=O)C(NC(=O)c1ccccc1)=C1CCCCC1	0	8	4	4	-2	2	-22	-3	/
COc1cccc(C(=O)Nc2ccc(NC(C)=O)cn2)c1	2	1	2	-3	12	6	-1	8	3
CN(C(=O)c1ccc(Cl)c(S(=O)(=O)N2CCOCC2)c1)c1ccccc1C(=O)O	1	13	-4	-6	1	2	-2	-3	-2
CCOC(=O)c1c(C2CCN(C(=O)OCC)CC2)nc2ccccn12	2	8	7	3	14	0	4	9	14
CCCOc1ccccc1C1NC(=O)NC(C)=C1C(=O)OCCOC (centres undefined)	/	1	/	-7	-22	4	19	-9	0
CCN1C(=O)CSc2ccc(C(=O)NCCCN3CCOCC3)cc21	1	11	4	1	3	4	5	-1	-1
CCOC(=O)C1CCN(C(=O)c2ccc(Cl)c(NC3=NC4CS(=O)(=O)CC4S3)c2)CC1 (centres undefined)	-2	11	7	6	3	-1	4	6	14
Cc1ccccc1Nc1nnc(SCC(=O)NC(=O)NCc2ccco2)s1	/	3	/	-4	-46	-3	17	-15	/
COCCn1c(C)cc(C(=O)COC(=O)c2ccc3ncsc3c2)c1C	2	8	7	-20	-119	-23	3	-8	/
C/C(Cl)=C\Cn1c(N2CCCC2)nc2c1c(=O)[nH]c(=O)n2C	-3	7	4	14	13	9	-13	16	9
Cc1nc2ccc(NC(=O)N3CCC(c4ccccc4)C3)cc2nc1C (centres undefined)	-4	1	3	5	-32	2	-17	-4	-130
COc1ccc(NC(=O)c2[nH]c(C)c(C(C)=O)c2C)cc1Cl	/	-8	/	-12	0	11	0	-2	-7
O=C(C1CCN(S(=O)(=O)Cc2ccccc2)CC1)N1CCCc2ccccc21	0	6	5	-2	11	3	-10	9	-7
COc1cccc(CC(=O)Nn2c(C)nc3ccccc3c2=O)c1	-1	10	2	1	10	8	4	9	8
O=c1c(-c2ccccc2)coc2c(CN3CCCC3)c(O)ccc12	1	10	4	-15	-32	-3	4	1	-123
Cc1ccc(C(=O)CSc2nnc(-c3ccco3)n2Cc2ccccc2)cc1	/	4	/	4	-30	11	1	-2	/
CCc1ccc(N2CC(C(=O)Nc3cc(C)ccc3F)CC2=O)cc1 (centres undefined)	-1	-6	0	-3	0	14	2	-2	/
CCn1c(COc2ccc3c(c2)OCO3)nnc1SCC(=O)c1ccccc1	-2	-1	-3	20	-22	0	6	-1	6
COc1ccc(CCC(=O)NCCc2cn3c(C)csc3n2)cc1	7	5	6	0	4	6	1	12	-3
CCOC(=O)N1CCN(C(=O)c2ccc(N(C)S(C)(=O)=O)cc2)CC1	1	9	12	-7	12	-1	-1	9	2
Cc1ccccc1N1C(=O)CC(Sc2nnc(-c3ccccc3)o2)C1=O (centres undefined)	0	-2	3	/	/	/	/	/	-5
CCCCN(C)CCC(=O)Nc1ccc(OC)cc1OC	3	3	-3	22	18	7	0	13	5
Cc1ccnc(-n2sc3ccccc3c2=O)n1	/	18	/	-11	-3	1	-5	9	-7
Cc1c(NC(=O)c2ccccc2N)cccc1C(=O)O	1	1	0	10	3	0	0	10	17
Additional results follow.
SMILES	JNK3 blocker	PKA kinase inh	ROCK2 inh	CatS inh	C1s block	FXIa inh mix	FXIIa inh mix	CatG inh	CatL block
Cn1c(=O)[nH]c(=O)c2c1nc(Sc1nc3ccccc3s1)n2Cc1ccccc1	-2	11	6	13	14	4	5	12	14
COc1cc(-c2noc(CCCC(=O)NCc3ccco3)n2)cc(OC)c1OC	-3	7	4	-3	-1	-1	2	10	8
COc1ccc(NC(=O)C2C3CCC(C3)C2C(=O)O)cc1OC (centres undefined)	-2	6	4	12	-4	1	3	12	10
CCOc1ccccc1NC(=O)C1CCC(CNc2c(N3CCOCC3)c(=O)c2=O)CC1 (centres undefined)	0	-2	3	6	2	1	-21	8	13
CCOC(=O)c1[nH]c(C)c(C(=O)NCCN2CCOCC2)c1C	-7	4	-2	-11	9	8	6	52	10
COC(=O)c1ccc(C(=O)OC)c(NC(=O)c2cnc3n(c2=O)CCS3)c1	0	4	3	-6	-133	-19	7	-7	10
Nc1ccc2nn(-c3cccc4ccccc34)nc2c1	5	12	4	3	-10	-1	1	-1	-115
COc1ccc(C2NC(=O)c3n[nH]c(C)c32)c(OC)c1 (centres undefined)	-3	7	3	-2	14	5	-16	11	-5
O=C(Nc1ccon1)c1cc2c(s1)CCCC2	2	-2	-5	3	-27	5	3	1	-3
N#Cc1c2n(c3c(=O)n(Cc4ccccc4Cl)cnc13)CCCCC2	4	8	2	1	0	5	3	-1	-9
O=C(CN1C(=O)c2ccccc2C1=O)NCC1COc2ccccc2O1 (centres undefined)	-5	-4	1	12	-16	0	-14	-8	12
O=C(CCCn1nnc(-c2cccnc2)n1)c1ccc(F)cc1	3	8	6	10	-59	-11	3	-10	19
COc1ccc(Cl)c(N2CCN(CCCNC(=O)Nc3ccc(C)cc3)CC2)c1	-1	12	7	8	12	19	-12	13	3
CC(C)NC(=O)CCNC(=O)c1ccc(F)cc1	-2	3	1	0	14	10	3	9	2
CCOC(=O)/C=c1\sc2n(c1=O)CCN=2	/	-5	/	7	-12	8	0	-1	/
CCCC(C(=O)NC1CCCC1)N(CC1CCCO1)C(=O)c1snc(C(N)=O)c1N (centres undefined)	-4	11	8	-1	3	1	2	0	-5
Cc1ccc2c(C)nc(NC3=NCN(CCc4ccccc4)CN3)nc2c1	4	6	6	2	5	2	7	12	22
C=CCn1c(N)c(C(=O)OCCC)c2nc3ccccc3nc21	0	10	7	-20	-83	-6	3	-9	-81
O=C(Cn1cnc2c(cnn2-c2ccc(F)cc2)c1=O)N1CCCc2ccccc21	0	12	6	14	49	9	1	14	11
CC12CCC(C(=O)NCCCn3ccnc3)(OC1=O)C2(C)C (centres undefined)	4	10	4	12	-1	6	9	9	30
O=C(CCCc1nc2ccccc2s1)Nc1nccs1	-2	9	8	1	-6	4	12	11	/
Fc1ccc(NCc2nnc(SCc3nnc(-c4ccccc4)o3)n2CC2CCCO2)cc1 (centres undefined)	6	13	4	5	-32	0	13	-12	2
Cc1ccc(CNC(=O)c2ccc(Br)o2)cc1	5	-3	4	-1	-2	6	-4	-1	5
CCOC(=O)COc1ccc(S(=O)(=O)Nc2ccc3c(c2)OCO3)cc1	-1	11	12	34	6	8	2	11	9
Cc1cc(S(=O)(=O)N2CCN(c3ccccc3C)CC2)ccc1F	0	0	0	1	12	8	5	13	13

An excerpt from above with just CatG inh, PKA kinase inh and FXIa inh mix:
compound	CatG inh	PKA kinase inh	FXIa inh mix
Cc1ccc2c(C)nc(NC3=NCN(CCc4ccccc4)CN3)nc2c1	12	6	2
COC(=O)c1ccc(C(=O)OC)c(NC(=O)c2cnc3n(c2=O)CCS3)c1	-7	4	-19
O=C(CCCc1nc2ccccc2s1)Nc1nccs1	11	9	4

(further entries)
SMILES	JNK3 blocker	PKA kinase inh	ROCK2 inh	CatS inh	C1s block	FXIa inh mix	FXIIa inh mix	CatG inh	CatL block
CC1CCCCC1NC(=O)c1ccc(CNc2c(N3CCCC3)c(=O)c2=O)cc1 (centres undefined)	2	2	2	17	10	5	-18	9	11
CCC(C)NC(=O)C1CCC(=O)N(c2cc(OC)c(OC)c(OC)c2)C1c1ccc(OC)cc1 (centres undefined)	/	9	/	-4	-3	8	7	9	0
Cc1cc(C(=O)COC(=O)CN(C)S(=O)(=O)c2ccc(Cl)cc2)c(C)n1Cc1cccs1	3	14	12	-5	-38	-11	6	-1	10
Cc1cccc(C)c1N(CC(=O)Nc1cccc(N(C)S(C)(=O)=O)c1)S(C)(=O)=O	8	2	0	-1	-39	-4	-7	-6	11
CCN(CC)CCCNC(=O)N[C@@H](Cc1ccccc1)C(=O)O	4	0	0	21	-2	9	10	2	-4
COc1ccc(-c2noc(CCC(=O)Nc3nc4ccccc4s3)n2)cc1	/	-4	/	17	-20	5	0	-7	1
Cc1ccccc1Cn1nc(C)c(NC(=O)c2nc3n(n2)C(C(F)F)CC(C)N3)c1C (centres undefined)	4	4	7	-6	0	11	-2	-27	-3
Cc1cc(C)n2cc(CSc3ncccc3C(=O)O)nc2n1	3	-1	-3	-9	-16	7	-2	-4	-15
COc1ccc(-c2nc3n(n2)C(c2cccnc2)C(C(N)=O)=C(C)N3)cc1 (centres undefined)	7	4	1	5	4	0	-1	9	13
CCOc1ccc(NC(=O)C2CC(=O)N(CC)C(=Nc3ccc4c(c3)OCO4)S2)cc1 (centres undefined)	-9	2	5	-10	7	2	-3	6	4
O=C(CSc1nnc(Cn2nnc(-c3ccccc3)n2)n1-c1ccccc1)Nc1ccc(F)cc1	1	6	7	0	-3	-1	4	8	9
Cc1ccc(Oc2nc3c(c(=O)n(Cc4ccccc4F)c(=O)n3C)n2C)cc1	6	-2	2	/	/	/	/	/	-3
CCOC(=O)C1CCN(c2nc3ccccc3nc2C(C#N)C(=O)OC(C)COC)CC1 (centres undefined)	6	8	2	-4	13	12	3	12	-6
CCCCN(C)CCNC(=O)Cn1ncc2c(=O)oc3ccc(C)cc3c21	-1	-3	0	1	12	8	0	9	5
Cc1ccc(CS(=O)(=O)CCC(=O)NCCN2CCCC2)cc1	-1	-7	-6	-1	16	8	10	10	-1
COC(=O)c1sc(NC(=O)c2ccoc2C)nc1C	-4	-5	-12	12	-19	6	3	2	-3
Cn1cc(/C(Cc2ccccc2)=N\O)c2ccccc21	-1	12	7	-6	13	7	-2	9	6
O=C(CCC(=O)Nc1nnc(C2CCCCC2)s1)NCc1cccs1	3	7	2	-3	-5	-3	3	9	/
CCN1CCN(c2ncnc3c2oc2nc(C(C)C)c4c(c23)CCC4)CC1	3	8	6	8	-16	-3	4	-5	-2
CC(C)Cc1nc(N2CCOCC2)c(C#N)c2c1COC(C)(C)C2	8	5	7	/	/	/	/	/	-39
CCOc1ccc(NS(=O)(=O)c2ccc3[nH]cc(C(=O)NCCOC)c(=O)c3c2)cc1	5	6	0	-3	-7	3	10	8	3
CCOC(=O)NC(Nc1ccc(C)cn1)(C(F)(F)F)C(F)(F)F	2	-11	-4	2	9	26	10	24	-6
CCN1CCCC1CNC(=O)Cn1cnc2sc(C)c(S(=O)(=O)N3CCC(C)CC3)c2c1=O (centres undefined)	/	5	/	-2	6	1	-15	8	-6
Cc1cc(C)c(C#N)c(SCC2COc3ccccc3O2)n1 (centres undefined)	-11	5	1	3	16	7	-1	10	/
O=S(=O)(Nc1ncnc2sc3c(c12)CCC3)c1ccc(Cl)s1	2	-5	-2	15	-5	6	-11	-1	13
More records follow.
SMILES	JNK3 blocker	PKA kinase inh	ROCK2 inh	CatS inh	C1s block	FXIa inh mix	FXIIa inh mix	CatG inh	CatL block
Cc1ccc(NS(=O)(=O)c2cccc(C(=O)O)c2)c(C)c1	-2	1	3	13	2	5	11	8	11
Cc1noc(/C=C/c2ccco2)c1S(=O)(=O)N1CCC(C(=O)N2CCc3ccccc3C2)CC1	-4	9	6	-2	-6	-1	0	4	0
CCN(CC)c1ccc(-c2nn3c(-c4n[nH]c5c4CCC5)nnc3s2)cc1	0	2	0	-10	-29	-5	9	1	0
Cc1ccc(C)c(N2CCN(C(=O)c3ccc(CS(=O)(=O)c4ccccc4C)o3)CC2)c1	-2	-3	-3	-8	16	6	0	11	8
O=C1NC2=C(C(=O)CCC2)C(c2ccc3ncccc3c2)N1 (centres undefined)	1	7	4	-12	11	2	-3	5	8
Cc1ccc(S(=O)(=O)NC(C)C(=O)Nc2ccccc2C(=O)N2CCCC2)cc1 (centres undefined)	-11	14	3	1	9	6	6	7	6
O=S(=O)(NCCc1cn2ccccc2n1)c1ccc2c(c1)OCCO2	2	-8	-2	3	2	3	0	25	8
COc1ccc(N(C(C)=O)S(=O)(=O)c2cc(OC)ccc2OC)cc1	2	8	5	2	9	9	6	9	/

Compound activity as filed in PubChem.

No enrichment for hits (roughly 1.5% active in at least one column).
